LDHA block: blocks human lactate dehydrogenase A; P00338; purified LDHA, NADH/diaphorase-resazurin fluorescence; active compounds read low; activity change, % (values are at about 110 or 230 µM); hit rate 0.15% among 480,000; in the data active = activity change below about -30%; inconclusive = mostly about -25% to -30%;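 note: plate controls were DMSO wells for no effect and wells without enzyme for full effect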
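Enzyme activity of human lactate dehydrogenase 5 (2 nM; 0.06 mM NADH, 0.2 mM pyruvate, 5 min, RT) is measured via a resazurin/diaphorase fluorescence readout of residual NADH.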
D2 agonist: agonists of human D2 dopamine receptor. P14416. HEK293 T-REx D2 cells, calcium flux agonist mode. activation, % at 2 µM. hit rate 0.53% among 340,000. AID 485358;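 active = activation over 3 SD above normal in the single-dose calcium agonist read, cut at about 30% in these data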; note: 0% is about no effect
Target sequence (P14416 whole entry, looked up): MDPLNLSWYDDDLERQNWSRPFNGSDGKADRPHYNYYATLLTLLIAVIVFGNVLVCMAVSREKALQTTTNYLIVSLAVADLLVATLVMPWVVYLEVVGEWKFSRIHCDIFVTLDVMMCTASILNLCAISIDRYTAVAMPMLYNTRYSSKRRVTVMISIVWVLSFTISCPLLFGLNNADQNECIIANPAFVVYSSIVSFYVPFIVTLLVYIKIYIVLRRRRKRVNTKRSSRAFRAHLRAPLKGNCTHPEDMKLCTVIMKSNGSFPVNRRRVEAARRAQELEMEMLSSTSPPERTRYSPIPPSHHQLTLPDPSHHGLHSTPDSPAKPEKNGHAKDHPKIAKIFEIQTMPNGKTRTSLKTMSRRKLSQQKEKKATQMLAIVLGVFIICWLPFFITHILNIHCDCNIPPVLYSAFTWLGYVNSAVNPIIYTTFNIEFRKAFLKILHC
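HEK293 Trex D2 cells, tetracycline-induced, o/n 30 C 5% CO2; no-wash Ca dye, RT 30–90 min; 10-cycle baseline, 23 nl cpd added, kinetic Ca read 180 s; agonist hits = positive Ca response.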
D2 antagonist: antagonizes the human D2 dopamine receptor; AID 485344; hit rate 2% among 340,000; P14416; HEK293 TREx D2 cells, calcium flux, dopamine EC80; inhibition, % at 10 µM; in the data active = inhibition above about 30%; note: 0% is about no effect
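Tetracycline-induced HEK293 TREx cells expressing D2 receptor forced-coupled to calcium signalling, loaded with no-wash calcium dye. Compounds added and calcium flux read 180 s, then dopamine added at EC80 and read a further 180 s.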
RGS4 inh: human RGS4 inhibition; P49798; Transcreener GDP fluorescence polarization, RGS4-accelerated GTP hydrolysis; Potency, µM (highest dose often 114 µM), without a hit: at the highest dose activity change, negative = inhibition, hits mostly inhibitors; hit rate 0.039% among 390,000; note: potency is the fitted concentration of half-maximal effect; % is set by controls: 0 for no effect and ±100 for the full control effect; nearly all actives have a fitted effect of over 75% in size; some results filed as inactive show a strong effect at the top dose
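MLSMR compounds (23 nl, pin-transferred) preincubated 10 min at room temperature with a 500nM (2x) first reagent, then RGS4 at 900nM (2x) plus Transcreener GDP mix added; fluorescence polarization (620/688 nm) read before and after 90 min at 30 °C.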
Vif-APOBEC3G blk: inhibitors of Vif-APOBEC3G interaction. Q9HC16. HeLa A3G-eYFP + Vif (tagged APOBEC3G with the HIV-1 protein that degrades it), YFP fluorescence, overnight. Potency, µM (highest dose often 46.1 µM), for inactives: at the highest dose activity, negative = active, hits mostly inhibitors. hit rate 0.076% among 410,000. AID 602310;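 note: potency is the fitted concentration of half-maximal effect; % is set by controls: 0 for no effect and ±100 for the full control effect; nearly all actives have a fitted effect of over 60% in size; hits raise eYFP signal because A3G escapes Vif-driven loss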
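HeLa cells stably expressing Vif and C-terminally eYFP-tagged A3G, seeded overnight at 37 deg C, then exposed to compound by pintool overnight at 37 deg C. Rise in yellow fluorescence (Ex 488/Em 500-530, Acumen) marks blocked Vif-driven A3G degradation.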
ALOX12 inh: inhibitors of human 12S-lipoxygenase ALOX12; P18054; purified 12hLO, xylenol orange hydroperoxide absorbance; Potency, µM (titrated, usually from 108 µM), inactives show at the top dose activity change, negative = inhibition, hits mostly inhibitors; hit rate 1.1% among 580,000; note: potency is the fitted concentration of half-maximal effect; % is set by controls: 0 for no effect and ±100 for the full control effect
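Hydroperoxide product was detected by ferrous iron/xylenol orange as the 573 to 405 nm absorbance ratio. Arachidonic acid at 40 uM (final) was turned over for 30 min at room temperature by 150 nM human 12hLO, pH 7.0 Hepes buffer, after 15 min compound preincubation.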
Glioma ERSR ind: inducers of ER stress response in human glioma cells. U87-MG GRP78 promoter luciferase reporter, 16 h. Potency, µM, inactives show at the highest dose activation, most hits filed as activators. hit rate 0.02% among 420,000; note: potency is the fitted concentration of half-maximal effect; series mostly up to about 76 µM; % of control where 0% means no effect; nearly all actives have a fitted effect of over 35% in size
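Stably transfected U87-MG glioma cells carrying a GRP78-based luciferase sensor; 16 h compound incubation. Luminescence end-point read 10 min after Bright-Glo addition at room temperature.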
Vif-A3F inh: inhibitors of Vif-A3F interaction | Potency, µM (titrated, usually from 46.1 µM), inactives show top-dose activity, negative = active | HeLa A3F-eYFP + Vif (tagged APOBEC3F with the HIV-1 protein that degrades it), YFP fluorescence increase | hit rate 0.2% among 390,000 | AID 602313; note: potency is the fitted concentration of half-maximal effect; % of control where 0% means no effect; nearly all actives have a fitted effect of over 65% in size
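HeLa cells stably expressing A3F-eYFP plus Vif, plated and incubated overnight at 37 deg C, then exposed to compounds overnight at 37 deg C. Blocked degradation read as raised yellow fluorescence (Ex 488/Em 500-530).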
ERG Ets-DNA blk: ERG Ets/DNA interaction inhibition; P11308; fluorescence polarization, His-ERG Ets domain / labelled DNA; Potency, µM (highest dose often 76.9 µM), for inactives: at the top dose FP activity, negative = inhibition, usual class: inhibitors; hit rate 0.028% among 370,000; active = well fitted inhibition curve with a large enough effect in the polarisation, with a control signal flat; inconclusive = small, poorly fitted or top-dose-only effect, or effect the other way, or a change in a side signal; inactive = no such curve, though single readings can be large or run the other way; the % refers to the polarisation;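 note: polarization taken with two DNA probes labelled with fluorescein and Texas red; potency is the fitted concentration of half-maximal effect; % of control where 0% means no effect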
Target sequence (P11308 whole entry, looked up, the tested form may be a part): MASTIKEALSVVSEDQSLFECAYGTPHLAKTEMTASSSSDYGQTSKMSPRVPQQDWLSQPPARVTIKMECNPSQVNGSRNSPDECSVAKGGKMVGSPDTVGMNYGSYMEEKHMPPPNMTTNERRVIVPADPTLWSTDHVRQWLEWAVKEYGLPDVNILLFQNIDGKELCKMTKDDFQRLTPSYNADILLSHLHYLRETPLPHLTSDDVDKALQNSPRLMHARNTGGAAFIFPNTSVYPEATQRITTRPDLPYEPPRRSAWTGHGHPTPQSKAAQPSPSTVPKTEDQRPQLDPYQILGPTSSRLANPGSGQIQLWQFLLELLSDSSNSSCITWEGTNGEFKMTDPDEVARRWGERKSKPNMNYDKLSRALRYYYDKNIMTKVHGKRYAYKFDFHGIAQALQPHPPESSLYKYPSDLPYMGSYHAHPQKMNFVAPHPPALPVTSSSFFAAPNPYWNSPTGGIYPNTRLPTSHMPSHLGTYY
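His-tagged ERG Ets domain (1 uM in the protein solution; 300mM KCl, 50mM Tris-HCl, 1mM EDTA, 1mM DTT, pH 7.5) received compound, then a probe mix of 5 nM fluorescein-DNA and 100nM Texas-615-DNA. Fluorescence polarization was read for both dyes.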
* = called active by the depositor; ? = inconclusive; · = no result given; & = joins results of further samples; [ ] = dose if it differs, or a comment. Unless noted, calls come from the whole dose curve; as a rule, active = well fitted curve in the direction sought with a large enough effect; inconclusive = small, poorly fitted or top-dose-only effect, or another doubt; inactive = no such curve, though single readings can be large; an effect the other way counts as inactive or inconclusive.

SMILES	LDHA block	D2 agonist	D2 antagonist	RGS4 inh	Vif-APOBEC3G blk	ALOX12 inh	Glioma ERSR ind	Vif-A3F inh	ERG Ets-DNA blk
Cc1ccc2c(NC(=O)C3CC3)cccc2n1	-4	0.8	-9	-19%	1%	0%	-3%	-3%	-6%
O=C(N/C(=C/c1ccc(Cl)cc1)C(=O)N1CCCC1)c1ccccc1	-8	1.1	6	17%	-3%	3%	0%	5%	-2%
CC(C)=CC(=O)OCC(=O)Nc1ccccc1Cl	-3	-0.4	-13	-9%	3%	-1%	2%	7%	-9%
O=C1CCC(C(=O)NCc2cccnc2)N1 (stereo not drawn)	2	0.5	1	0%[11.4 µM]	1%	-21%	-3%	7%	-8%
C[C@@H]1CCC(=O)N(CC[C@H](Sc2ccccc2)c2ccccc2)CC1	2	-1.8	-10	16%	-1%&2%	-13%	6%&2%	7%	-7%
NNc1nc(-c2ccccc2)cc(-c2ccccc2O)n1	-6	·	·	2%	-8%	-7%	-1%	-10%	-3%
Cc1cccc(NC(=O)CCc2c(C)nc3ncnn3c2C)n1	-12	-0.3	-2	0%[56.9 µM]	2%	0%	-3%	3%	2%
CCOC(=O)c1c(C)noc1-c1ccc(Br)o1	-4	-0.3	3	-38%	-5%	1%	1%	4%	-7%
CC(C)c1ccc(C(=O)CSc2ncn[nH]2)cc1	3	·	·	?	1%	?	7%	1%	-5%
CCN1CCCC1CNC(=O)c1ccc(N2CCCC2=O)cc1 (stereo not drawn)	-7	1.0	-7	-8%	0%	-13%	-3%	-5%	1%
CC(=O)C(Cc1ccccc1)NC(=O)CN1c2cccc3cccc(c23)S1(=O)=O (stereo not drawn)	11	-0.3	-11	-44%	-6%	-28%	-3%	4%	1%
O=C(COC(=O)c1ccccc1Cl)NCCC1=CCCCC1	-1	-0.3	-43	-22%	-4%	-2%	6%	-6%	-5%
COc1cccc(N(CC(=O)NC2CCCC2)C(=O)CCC(=O)Nc2cc(C)on2)c1	-7	0.6	-3	-7%	0%	-3%	0%	1%	1%
COc1ccc(C(Nc2ccc(S(=O)(=O)NCC3CCCO3)cc2)C(=O)NC(C)(C)C)cc1OC (stereo not drawn)	-2	0.8	4	-29%	-1%	0%	1%	7%	4%
Cc1ccc(C)c(NC(=S)NNC(=O)c2csc(C)c2)c1	-4	·	·	-30%	1%	-29%	-3%	-1%	-8%
Cc1oc2ccc(O)c(CN3CCOCC3)c2c1C(=O)Nc1cccc(Cl)c1C	2	-0.2	·	10%	3%	?	-4%	-5%	0%
Cc1ccc(C(=O)NCCNc2ncc(C(F)(F)F)cc2Cl)cc1[N+](=O)[O-]	-8	-1.7	2	16%	2%	-4%	-1%	7%	-1%
OC(COc1ccc2c(c1)OCO2)CN1CCc2ccccc2C1 (stereo not drawn)	0	0.8	42*	-14%	-4%	?	-1%	-4%	·
c1ccc2c(c1)[nH]c1c(N3CCOCC3)ncnc12	-16	0.0	12	-12%	-5%	4%	0%	0%	·
CC(C)(C)c1ccc(S(=O)(=O)NCCc2ccncc2)cc1	-5	-0.6	-3	-45%	0%	-24%	-5%	·	5%

Full records, quoted from the list.
`Cc1ccc(C(=O)NCCNc2ncc(C(F)(F)F)cc2Cl)cc1[N+](=O)[O-]` as listed: LDHA block: -8; D2 agonist: -1.7; D2 antagonist: 2; RGS4 inh: 16%; Vif-APOBEC3G blk: 2%; ALOX12 inh: -4%; Glioma ERSR ind: -1%; Vif-A3F inh: 7%; ERG Ets-DNA blk: -1%
`c1ccc2c(c1)[nH]c1c(N3CCOCC3)ncnc12` as listed: LDHA block: -16; D2 agonist: 0.0; D2 antagonist: 12; RGS4 inh: -12%; Vif-APOBEC3G blk: -5%; ALOX12 inh: 4%; Glioma ERSR ind: 0%; Vif-A3F inh: 0%; ERG Ets-DNA blk: ·

Additional results follow:
SMILES	LDHA block	D2 agonist	D2 antagonist	RGS4 inh	Vif-APOBEC3G blk	ALOX12 inh	Glioma ERSR ind	Vif-A3F inh	ERG Ets-DNA blk
COC(=O)c1cc(=O)n(Cc2ccc(F)cc2)c(=Nc2ccccc2)s1	-4	0.1	17	20%	-28%	0%	?	-14%	-8%
C=CC[C@@H](CC(=O)N[C@H](CO)Cc1ccccc1)C(=O)N[C@@H](COC(=O)[C@@H](CC=C)Cc1ccc(F)cc1)Cc1c[nH]c2ccccc12	0	·	·	-4%	-4%	-17%	-3%	7%	6%
CN1CCN(Cc2nc3ccccc3c(=O)n2Cc2nc(-c3ccc([N+](=O)[O-])cc3)cs2)CC1	10	-0.3	-1	-44%	-29%	45µM*	-13%	-21%	4%
Cc1ccc(C2CN=NC23CCc2ccccc2C3=O)cc1 (stereo not drawn)	5	0.9	11	-20%	-10%	?	5%	-6%	0%
CN1N=C2c3ccccc3CCC2C1c1ccc(F)cc1 (stereo not drawn)	-3	-2.1	-12	-41%	3%	0%	1%	17%	19%
Cc1cccc(OCC(=O)Nc2cccc(OCc3cc(=O)n4cccc(C)c4n3)c2)c1	2	0.3	·	-7%	-1%	-1%	-3%	3%	5%
CSc1ncc(Cl)c(C(=O)Nc2cccnc2)n1	-1	-0.2	-3	28%	-2%	10%	2%	-9%	0%
CCN1CCN(P2(=O)C=C(c3ccccc3)OC(c3ccccc3)=C2)CC1	-6	0.2	84*	-1%	1%	-24%	-2%	0%	·
CCCCC12CN3CC(C)(CN(C1)C3c1ccc([N+](=O)[O-])o1)C2=O (stereo not drawn)	-11	0.5	-12	3%	1%	0%	-2%	-4%	6%
Cc1cc(-c2ccc(Cl)cc2)c2cnn(C(C)C)c2n1	-3	-0.4	10	-14%	0%	?	9%	1%	3%
Cc1ccc(N(CC(=O)NC2CCCCCC2)S(=O)(=O)c2c(C)nn(C)c2C)cc1	-1	-0.9	12	15%	-1%	-4%	-2%	0%	-4%
C[C@H](NC(=O)C1CC(=O)N(c2ccc3c(c2)OCO3)C1)C(=O)NCc1ccco1 (stereo partly drawn)	-3	0.8	-26	20%	3%	2%	0%	4%	-10%
Cc1ccc(NC(=O)c2ccccc2)cc1OC(=O)c1ccccc1	-5	0.7	2	-7%	-1%	5%[57.4 µM]	4%	-2%	-3%
Cc1ccc2oc(Nc3nc(C)c(C)c(C)n3)nc2c1	-8	0.8	7	16%	1%	51%[activator]	-1%	1%	-2%
COc1ccc(NC(=O)c2nn(C)c3c2CS(=O)(=O)c2ccccc2-3)cc1	-3	0.9	-6	18%	-1%	7%	-7%	7%	-2%
CN(Cc1ccc(N(C)C)cc1)C(=O)c1cc2ccccc2o1	-2	-0.4	-6	25%	0%	?	6%	11%	-4%
CCN(C(=O)COC(=O)c1ccccc1NCCO)c1cccc2ccccc12	-11	0.8	9	14%	-5%	-2%	1%	4%	5%
O=C1c2ccccc2C(=O)N1n1c(=O)[nH]c2ccccc2c1=O	3	1.1	-32	13%	-1%	2%	-7%	0%	3%
Cc1noc(C)c1S(=O)(=O)N1CCCC(C(=O)N2CCC(C)CC2)C1 (stereo not drawn)	-2	-0.7	0	-18%	2%	14%	-2%	-7%	-3%
COc1cc(S(=O)(=O)NCC2(N3CCCCC3)CCCCC2)ccc1NC(C)=O	-8	0.1	4	0%	-7%	0%	-4%	1%	3%

Records above shown as hits in D2 antagonist.
SMILES,LDHA block,D2 antagonist,RGS4 inh,ALOX12 inh,Glioma ERSR ind,Vif-A3F inh,ERG Ets-DNA blk
OC(COc1ccc2c(c1)OCO2)CN1CCc2ccccc2C1 (stereo not drawn),0,42*,-14%,?,-1%,-4%,·
CCN1CCN(P2(=O)C=C(c3ccccc3)OC(c3ccccc3)=C2)CC1,-6,84*,-1%,-24%,-2%,0%,·

3 entries from above, arranged by length of the SMILES, high to low:
SMILES	LDHA block	D2 agonist	D2 antagonist	RGS4 inh	Vif-APOBEC3G blk	ALOX12 inh	Glioma ERSR ind	Vif-A3F inh	ERG Ets-DNA blk
C[C@H](NC(=O)C1CC(=O)N(c2ccc3c(c2)OCO3)C1)C(=O)NCc1ccco1 (stereo partly drawn)	-3	0.8	-26	20%	3%	2%	0%	4%	-10%
COc1cc(S(=O)(=O)NCC2(N3CCCCC3)CCCCC2)ccc1NC(C)=O	-8	0.1	4	0%	-7%	0%	-4%	1%	3%
O=C1c2ccccc2C(=O)N1n1c(=O)[nH]c2ccccc2c1=O	3	1.1	-32	13%	-1%	2%	-7%	0%	3%

The results go on:
SMILES	LDHA block	D2 agonist	D2 antagonist	RGS4 inh	Vif-APOBEC3G blk	ALOX12 inh	Glioma ERSR ind	Vif-A3F inh	ERG Ets-DNA blk
Cc1ccc(NC(=O)CSc2nnc(-c3ccncc3)o2)cc1	-11	0.1	-14	17%	-5%	-2%	1%	1%	-13%
COC(=O)CSc1nnc(-c2cccnc2)n1C	-5	2.5	1	-22%	1%	-2%	-2%	-7%	1%
CCc1ccc(C(=O)Nn2cnc3ccccc3c2=O)cc1	-18	0.1	8	5%	0%	0%	-6%	-10%	8%
COC(=O)Cc1c(C)c2ccc(OCC(C)=O)c(C)c2oc1=O	-2	0.5	-14	-1%	-5%	0%	-4%	2%	-1%

Some of the compounds tested; the hit share may differ from the screen's.
